Assay outcomes deposited in PubChem by several laboratories.
DUSP3 inh – VHR1 phosphatase inhibitors, primary screen, biochemical, absorbance, uHTS; recombinant VHR phosphatase, pNPP absorbance; inhibition, % at 13.3 µM; actives 0.52% (n = 290,000); in the data active means inhibition above about 50%; further: some compounds called inactive have numbers as strong as hits
Target sequence (P51452 whole entry, looked up): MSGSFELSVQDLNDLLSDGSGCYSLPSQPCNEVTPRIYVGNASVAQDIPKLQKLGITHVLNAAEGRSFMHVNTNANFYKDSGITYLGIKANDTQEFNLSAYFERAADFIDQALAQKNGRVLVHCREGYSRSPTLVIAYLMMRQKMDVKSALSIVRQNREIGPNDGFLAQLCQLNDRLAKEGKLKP
MazF activator – activators of E. coli MazEF toxin-antitoxin RNase, primary screen, biochemical, fluorescence, uHTS. activation, % at 20 µM. Endoribonuclease toxin MazF (Escherichia coli (strain K12)), P0AE70. FAM/BHQ RNA-DNA oligo cleavage fluorescence, 5 h. actives 0.32% (n = 350,000); in the data active means activation above about 50%
Target sequence (P0AE70 whole entry, looked up): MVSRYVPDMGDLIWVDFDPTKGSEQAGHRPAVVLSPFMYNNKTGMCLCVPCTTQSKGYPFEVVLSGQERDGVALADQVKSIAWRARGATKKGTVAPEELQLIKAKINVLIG
TcdB GH inh – TcdB glycohydrolase inhibitors, primary screen, biochemical, single point, plate reader; inhibition, % at 9.99 µM; Toxin B (Clostridioides difficile), P18177; actives 0.24% (n = 350,000); TcdB glycohydrolase enzymatic assay; in the data active means inhibition above about 10%
BH1578 lux ind – inducers of Vibrio cholerae quorum light production without autoinducers, primary screen, BH1578 luxS cqsA deficient, single point; V. cholerae BH1578 lux reporter, luminescence, 6 h; activation, % at 18.7 µM; actives 0.16% (n = 350,000); AID 588436, 2011; in the data active means activation mostly above about 9.7%, no sharp cut-off; further: not every result past the cut was called active; inactives centre near 0; reference of the scale not given here
Yp Topo-I inh – Yersinia pestis topoisomerase I inhibitors, primary screen, biochemical, cleavage product accumulation, plate reader, single point; DNA topoisomerase I (Yersinia pestis CO92); Y. pestis Topo-I cleavage product accumulation; activity, % at 10 µM; actives 0.064% (n = 360,000); in the data active means activity above about 50%, passing the limit was not always enough; further: inactives centre near 2
Rv3671c inh – Rv3671c serine protease inhibitors, primary screen, biochemical, fluorescence polarization, M. tuberculosis H37Rv. P9WHR9. inhibition, % at 5.96 µM. actives 0.048% (n = 320,000). AID 2606, 2010; in the data active means inhibition above about 38%;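 further: extracellular domain of Rv3671c used as enzyme; 0% = enzyme with DMSO and 100% = no enzyme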
3CLpro inhibitor – SARS-CoV 3CLpro protease inhibitors, primary screen, biochemical, quenched FRET | actives 0.14% (n = 290,000) | inhibition, % at 6 µM | recombinant SARS-CoV 3CLpro, quenched FRET peptide cleavage | AID 1706, 2009; in the data active means inhibition above about 12%
Anthrax LF prot – Bacillus anthracis LF protease inhibitors, primary screen, biochemical, multiplex microsphere, MLPCN library. multiplex microsphere protease cleavage assay. actives 0.12% (n = 360,000). AID 588501, 2011. inhibition, % at 10 µM. Lethal factor (Bacillus anthracis), P15917; in the data active means inhibition above about 30%; further: plate controls were buffer without enzyme for full effect and enzyme alone for no effect
Target sequence (P15917 whole entry, looked up): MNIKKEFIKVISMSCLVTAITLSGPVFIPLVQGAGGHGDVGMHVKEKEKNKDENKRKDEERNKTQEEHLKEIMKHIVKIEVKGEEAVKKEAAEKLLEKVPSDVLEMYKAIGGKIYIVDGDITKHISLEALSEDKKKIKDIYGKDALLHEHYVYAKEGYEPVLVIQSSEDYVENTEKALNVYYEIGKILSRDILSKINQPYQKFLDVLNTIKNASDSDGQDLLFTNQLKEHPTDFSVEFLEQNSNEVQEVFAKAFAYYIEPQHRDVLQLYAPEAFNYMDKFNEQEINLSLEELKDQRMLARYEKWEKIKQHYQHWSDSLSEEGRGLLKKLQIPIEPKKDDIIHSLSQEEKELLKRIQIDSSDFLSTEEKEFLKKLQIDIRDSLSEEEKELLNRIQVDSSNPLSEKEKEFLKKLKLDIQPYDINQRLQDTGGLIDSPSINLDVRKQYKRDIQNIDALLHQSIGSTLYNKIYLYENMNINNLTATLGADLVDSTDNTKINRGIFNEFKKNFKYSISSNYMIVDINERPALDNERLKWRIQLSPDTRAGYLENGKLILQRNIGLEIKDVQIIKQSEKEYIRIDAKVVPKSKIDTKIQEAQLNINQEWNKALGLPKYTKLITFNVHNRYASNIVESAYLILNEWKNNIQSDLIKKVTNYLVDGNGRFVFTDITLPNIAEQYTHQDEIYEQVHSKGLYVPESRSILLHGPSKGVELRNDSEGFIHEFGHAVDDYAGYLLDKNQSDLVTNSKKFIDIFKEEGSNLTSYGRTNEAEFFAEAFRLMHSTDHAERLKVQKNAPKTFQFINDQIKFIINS
SSB-PriA inh – inhibitors of Klebsiella pneumoniae PriA binding to SSB C-terminal tail, primary screen, biochemical, AlphaScreen | inhibition, % at 33 µM | AID 1272365, 2023 | actives 0.6% (n = 430,000) | AlphaScreen SSBct-PriA binding, biotinylated peptide; in the data active means inhibition mostly above about 37%, no sharp cut-off; inactive means mostly below about 20%;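 further: plate controls were negative control peptide for no effect and reference peptide for full effect; strong numbers were not always called active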
PfHsp40 yeast – rescue of yeast from PfHsp40 toxicity, primary screen, S. cerevisiae, ATP luminescence; S. cerevisiae expressing PfHsp40, growth rescue; growth rescue, % at 12.5 µM; actives 0.68% (n = 340,000); AID 504582, 2011; in the data active means growth rescue above about 28%, passing the limit was not always enough;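 further: yeast W303a lacking pdr1 and pdr3 grown in galactose medium; growth measured after three days at 30 °C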
* marks the source's active call; other numbers are inactive results; i = inactive; nt = not tested or not shown.

SMILES | DUSP3 inh | MazF activator | TcdB GH inh | BH1578 lux ind | Yp Topo-I inh | Rv3671c inh | 3CLpro inhibitor | Anthrax LF prot | SSB-PriA inh | PfHsp40 yeast
C[C@H](NS(=O)(=O)OCC(Cl)(Cl)Cl)C1CC1c1ccccc1 (stereo partly specified) | 28 | -3 | 0.3 | i | -8 | -4 | 8 | 2 | -13 | 5.7
CC(O)c1ccc(Oc2cnccn2)cc1 (stereo unspecified) | 3 | 0 | 0.7 | -0.4 | 1 | -6 | -6 | -15 | 2 | -0.3
CCOc1ccc(NC(=O)CSc2nnnn2C2CCCC2)cc1 | 17 | -27 | 1.1 | 0.0 | 11 | 2 | 1 | -12 | 0 | -0.1
O=C(COC(=O)c1ccc2ncsc2c1)NCc1ccc(Cl)cc1 | nt | 6 | 1.5 | -2.1 | 2 | -1 | nt | -6 | -15 | 5.3
O=C(CN1CCC(n2nnc3cc(C(F)(F)F)ccc32)CC1)N1CCc2ccccc21 | 17 | 2 | nt | -7.1 | 12 | -1 | 0 | -4 | -17 | -0.1
O=[N+]([O-])c1csc2ccccc12 | nt | 10 | -0.3 | i | 6 | nt | nt | 0 | -2 | -0.1
O=S(=O)(c1ccc(N2CCCC2)cc1)C(F)(F)F | 6 | 4 | nt | -0.2 | 10 | -4 | -2 | -1 | -19 | 1.2
COCCCNC(NC(=O)c1ccc(Cl)cc1)C(Cl)(Cl)Cl (stereo unspecified) | 6 | -1 | nt | -5.9 | 8 | -13 | 1 | -2 | -16 | 0.7
CN(Cc1ccccc1)C(=S)Nc1ccc(OC(F)F)cc1 | 17 | 4 | nt | -0.3 | -1 | -2 | 1 | -1 | -3 | -0.9
O=C(O)CCN1C(=O)c2ccccc2Sc2ncccc21 | -10 | 2 | 1.1 | -13 | 3 | -2 | 1 | -2 | -16 | -0.9
CC1=C(C#N)CCC(=O)N1Cc1c(C)cc(C)cc1C | 19 | 0 | nt | i | 9 | -10 | 4 | 0 | -17 | -0.1
CC(C)[C@H](NC(=O)c1ccccc1F)C(=O)OCC(=O)NC1CC1 | nt | 2 | 0.9 | 20* | -6 | -1 | nt | -2 | -13 | -0.2
COC(=O)C1=C(C(=O)c2ccc(C)cc2)C(c2ccc(OC)c(OC)c2)n2nnnc2N1 (stereo unspecified) | 12 | 1 | nt | nt | -7 | 12 | 0 | 2 | -6 | -0.8
COc1cc(-c2nc3cnccn3c2Nc2ccc(C(C)C)cc2)ccc1O | -21 | 14 | 2.6 | i | 1 | 4 | 0 | -4 | -5 | 0.5
O=C(CN1CCN(C(=O)c2ccco2)CC1)Nc1ccc(Cl)c(S(=O)(=O)N2CCOCC2)c1 | 11 | 3 | 1.2 | 0.0 | 0 | 3 | -1 | -2 | -1 | 16
COc1ccc(C2c3[nH]c4ccccc4c3CCN2CCCn2cccn2)cc1C (stereo unspecified) | 8 | 7 | 0.9 | -0.3 | -1 | 1 | 3 | 1 | -1 | -0.2
Cn1c(CN2CCOCC2)nnc1SCC(=O)Nc1ccc2c(c1)OCCO2 | 4 | -2 | nt | i | -13 | 0 | -2 | -2 | -5 | -0.9
CCN(Cc1ccccc1)C(=O)c1ccc(SC)cc1OC | 16 | -3 | 1.5 | -0.1 | 21 | -12 | 5 | -6 | -4 | -0.4
COC(=O)Nc1ccc(S(=O)(=O)Nc2cnc3ccccc3n2)cc1 | -2 | 9 | 0.7 | -0.3 | 0 | 5 | 4 | -2 | -5 | 0.7
Cc1ccc(C(=O)NCc2n[nH]c(=S)n2-c2ccccc2)cc1[N+](=O)[O-] | 18 | 1 | 0.8 | -0.4 | 8 | 1 | 2 | 2 | 9 | -0.9
C=CCn1c(SC(C)C(=O)NCC2CCCO2)nnc1-c1ccc(OC)cc1 (stereo unspecified) | nt | 10 | 0.1 | -1.1 | 7 | -2 | nt | -2 | 2 | 1.2
COc1ccc(C(=O)/C=C/c2ccc(F)cc2)c(OC(=O)c2ccc([N+](=O)[O-])cc2)c1 | 10 | 5 | nt | -1.0 | 3 | 0 | 3 | -2 | -12 | -0.1
CCn1c(CC(=O)Nc2ccccc2Cl)nnc1SCC(=O)NC1CCCC1 | -3 | 11 | 0.4 | -0.8 | 2 | 7 | 0 | 18 | 3 | 1.3
COc1ccc2oc(C(=O)Nc3ccc(C)cn3)c(C)c2c1 | nt | -3 | 1.6 | -0.8 | -2 | 3 | nt | 1 | -7 | 0.3
CC(C)(C)S(=O)(=O)N1Cc2ccc(CO)cc2[C@H]1CCO | nt | 4 | 0.4 | -0.8 | 4 | nt | nt | -7 | -8 | -1.0
Further results follow:
SMILES | DUSP3 inh | MazF activator | TcdB GH inh | BH1578 lux ind | Yp Topo-I inh | Rv3671c inh | 3CLpro inhibitor | Anthrax LF prot | SSB-PriA inh | PfHsp40 yeast
O=C(CSC1=NS(=O)(=O)c2cc(Cl)ccc2N1)NCCc1ccccc1 | nt | -4 | -0.7 | 1.8 | 9 | 1 | nt | -8 | -7 | -0.7
CC(C(=O)Nc1ccccc1)N(C)CCOc1ccc(Br)cc1 (stereo unspecified) | 8 | 4 | 0.3 | -0.2 | 22 | -3 | 7 | 2 | -9 | -0.3
O=C(NCCN1CCC(Cc2ccccc2)CC1)C1CCCN(S(=O)(=O)c2cnc[nH]2)C1 (stereo unspecified) | 0 | 12 | -1.9 | -0.1 | 3 | 7 | -2 | 0 | -1 | -0.8
C=CCNC(=O)/C(=C\c1ccc2c(c1)OCO2)NC(=O)c1ccc(Br)cc1 | 26 | 3 | 0.0 | -0.4 | -6 | -5 | 1 | -5 | -3 | -0.3
CC(C)CCOc1ncnc2c1sc1nc3c(cc12)CSC(C)(C)C3 | 9 | 3 | nt | 3.2 | 1 | nt | -1 | -8 | -3 | -0.2
CCc1ccc(/C=C2/SC(=S)N(CCC(=O)Nc3ccc(C(=O)O)cc3)C2=O)cc1 | 63 | nt | 0.3 | -0.3 | -1 | -7 | -1 | 4 | nt | -2.1
COc1ccccc1NC(=O)N(Cc1ccco1)Cc1cc2c(C)ccc(C)c2[nH]c1=O | 4 | 0 | nt | i | 1 | nt | 4 | 2 | -12 | 1.5
CC1CCN(C(=O)Nc2ccc3nsnc3c2)CC1 | 7 | -9 | nt | i | 6 | -7 | -6 | 4 | -17 | -1.1
Cc1ccc(C)c(NC(=O)CSc2nc3ccccc3nc2N2CCOCC2)c1 | -2 | -12 | -0.1 | -0.6 | 2 | 8 | -3 | -3 | 7 | 0.5
Cc1ccc(C(=O)Nc2ccc(S(=O)(=O)N3CCN(C)CC3)cc2)cc1 | 22 | 2 | nt | -0.2 | 3 | -1 | 3 | -10 | -15 | -1.5
CCOC(=O)c1cc2c(ccc3nc(C)c(C)c32)[nH]c1C | -25 | -12 | -0.4 | -0.5 | 7 | -5 | -1 | -2 | -5 | 1.3
COCCN(CC(=O)NCc1ccc(F)cc1)C(=O)CCC(=O)Nc1nccs1 | 14 | -5 | nt | i | 2 | 11 | 0 | -3 | -7 | 0.1
CCOc1ccc(N=C2NC(=O)S/C2=C\c2ccc(O)cc2)cc1 | 11 | -2 | nt | -0.1 | -19 | -6 | 8 | -2 | -3 | 1.3
Cn1c(=O)[nH]c2c(cnn2C)c1=O | nt | -3 | 1.2 | -7.1 | -2 | nt | nt | 8 | -8 | -0.1
CCCCCC1CCC(C(=O)NNC(=S)NCC)CC1 (stereo unspecified) | 38 | 2 | -1.1 | i | 20 | -2 | 8 | -13 | -17 | 1.3
CC1CN(C)C(C)CC1OC(=O)C(c1ccccc1)c1ccccc1 (stereo unspecified) | nt | 7 | 1.6 | 0.1 | 7 | -6 | nt | 9 | -5 | nt
O=C1CC(N2CCN(C3CCc4ccccc4C3)CC2)C(=O)N1c1ccccc1 (stereo unspecified) | nt | -14 | nt | -0.3 | 6 | 0 | -5 | 2 | -8 | -0.3
CC(=O)Nc1cccc(-n2nnc(SCC(=O)Nc3ccccc3)n2)c1 | 6 | 10 | -1.8 | 0.8 | 2 | -3 | -2 | -10 | 1 | -0.8
Cn1cc([N+](=O)[O-])c(C(=O)NC2CCCC2)n1 | 29 | -1 | -0.1 | i | -5 | nt | -2 | -4 | -1 | -0.7
CCN1CCN(C(=S)c2ccc(Br)cc2)CC1 | 52* | 0 | 0.6 | 1.4 | -8 | 10 | -5 | -4 | -20 | 0.3
O=P1(NCCCn2cc[n+](Cc3nc4ccccc4[nH]3)c2)C=C(c2ccccc2)OC(c2ccccc2)=C1 | 21 | 30 | -1.1 | -0.3 | 2 | 2 | 3 | -7 | 17 | 0.5
O=C1C(Oc2ccc(Cl)cc2)C(c2ccc3c(c2)OCO3)N1CC1CCCO1 (stereo unspecified) | -8 | 4 | -4.6 | i | 36 | -8 | 2 | -1 | -1 | 10
COc1cccc(OC)c1C(=O)N1CCNCC1 | 2 | 0 | -0.4 | -0.8 | 3 | -6 | 4 | 8 | -13 | -1.1
Nc1nc(-c2ccco2)nc(N2CCCCC2)n1 | 2 | 5 | nt | i | 10 | -1 | -9 | -5 | -16 | -0.1
Cc1cc(C(C)(C)C)cc(C)c1COC(=O)C1CCC(=O)N1 (stereo unspecified) | 21 | 1 | nt | -0.5 | 12 | 0 | 0 | 1 | -10 | -0.1
Cc1cc([N+](=O)[O-])c(C)cc1-c1ccc(/C=N/n2cnnc2)o1 | 30 | 15 | 1.7 | 0.8 | 2 | nt | 1 | 0 | nt | -0.4
CC1=CCC(C(=O)O)C(C(=O)Nc2nc3ccc(S(C)(=O)=O)cc3s2)C1 (stereo unspecified) | -16 | 6 | nt | i | -2 | 4 | 3 | -13 | -2 | 0.6
CCc1nc2ccccc2c(C(=O)Nc2ccc(C)cc2)c1C | 5 | 11 | 1.4 | -0.3 | 3 | nt | -3 | -18 | -5 | -1.5
O=C(O)C1CCN(C(=O)c2ccccc2N2C(=O)[C@@H]3Cc4c([nH]c5ccccc45)C(c4cccc(Cl)c4)N3C2=O)CC1 (stereo partly specified) | 29 | 6 | 1.4 | -0.6 | 3 | -3 | 6 | -6 | 12 | 2.2
CN(C(=O)COc1ccc(Cl)cc1Cl)c1nnc(C23CC4CC(CC(C4)C2)C3)s1 | 4 | -2 | 1.3 | -0.2 | 3 | 10 | 0 | -2 | -9 | -0.3

Structures from the list above with two or more sulfur atoms, in the order listed:
SMILES | DUSP3 inh | MazF activator | TcdB GH inh | BH1578 lux ind | Yp Topo-I inh | Rv3671c inh | 3CLpro inhibitor | Anthrax LF prot | SSB-PriA inh | PfHsp40 yeast
O=C(CSC1=NS(=O)(=O)c2cc(Cl)ccc2N1)NCCc1ccccc1 | nt | -4 | -0.7 | 1.8 | 9 | 1 | nt | -8 | -7 | -0.7
CC(C)CCOc1ncnc2c1sc1nc3c(cc12)CSC(C)(C)C3 | 9 | 3 | nt | 3.2 | 1 | nt | -1 | -8 | -3 | -0.2
CCc1ccc(/C=C2/SC(=S)N(CCC(=O)Nc3ccc(C(=O)O)cc3)C2=O)cc1 | 63 | nt | 0.3 | -0.3 | -1 | -7 | -1 | 4 | nt | -2.1
CC1=CCC(C(=O)O)C(C(=O)Nc2nc3ccc(S(C)(=O)=O)cc3s2)C1 (stereo unspecified) | -16 | 6 | nt | i | -2 | 4 | 3 | -13 | -2 | 0.6

Single values from the entries so far:
`CCc1nc2ccccc2c(C(=O)Nc2ccc(C)cc2)c1C` @ PfHsp40 yeast = -1.5
`CC1CCN(C(=O)Nc2ccc3nsnc3c2)CC1` @ Anthrax LF prot = 4
`CCc1ccc(/C=C2/SC(=S)N(CCC(=O)Nc3ccc(C(=O)O)cc3)C2=O)cc1` @ BH1578 lux ind = -0.3

This is a subset; count on the stated rates, not on these rows.
